# Bioassay records (PubChem BioAssay)
# LANA DNA inh: KSHV C-LANA DNA binding inhibition; MBP-C-LANA/FAM-LBS DNA binding, fluorescence polarization; inhibition, % at 9 µM; 340,000 compounds, 0.078% hits;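 active = highest replicate inhibition at or above 60% at 9 µM, even if other replicates fall short; inactive = all replicates below 60% inhibition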;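 also: 0% = neutral control wells and 100% = 4 µM acridine orange control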
# NSD2 inh: NSD2 (human) methyltransferase inhibition; O96028; NSD2 peptide methylation, AlphaScreen, 120 min; inhibition, % at 12.5 µM; 310,000 compounds, 0.54% hits; AID 743445; in the data active = inhibition above about 50%
# RTF Ca sens inh: cardiac RTF calcium desensitization | P19429+P45379 | IANBD-labeled cardiac RTF, Ca2+ fluorescence | inhibition, % at 7.15 µM | 340,000 compounds, 0.12% hits | AID 493244;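 active = inhibition above the mean inhibition of all tested compounds plus 3 SD, cut at about 17% in these data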;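 also: assay run at fixed EC70 calcium of 1.6 mM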
# Keap1-Nrf2 PPI: disrupts human Keap1 binding to Nrf2 peptide. Q14145. Keap1 Kelch-Nrf2 peptide fluorescence polarization, 1536-well. inhibition, % at 9.4 µM. 340,000 compounds, 0.15% hits. AID 504523; in the data active = inhibition above about 12%; inconclusive = no clear call, values can overlap the other calls; inactive = below about 7.3%;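 also: human Keap1 Kelch domain with fluorescein labeled Nrf2 9mer peptide probe; 0% = neutral control wells and 100% = peptide positive control; higher means more block of Keap1 binding to Nrf2 peptide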
# Pemphigus Ab inh: blocks pemphigus antibody binding to human desmoglein-3 | P32926 | DSG3-coupled beads, scFv-anti-DSG3-GFP binding, flow cytometry; hits give low values | binding (percent of control), % at 10 µM | 310,000 compounds, 0.48% hits | AID 588358;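 active = binding more than 3 SD below its plate's average and above zero; inconclusive = below that plate limit but binding exactly zero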;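 also: hits lower antibody fragment binding to DSG3; some compounds called inactive have numbers as strong as hits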
# CAL PDZ FP-1: blocks peptide binding to human CAL PDZ domain. 330,000 compounds, 0.02% hits. inhibition, % at 20 µM. AID 504414. purified CAL PDZ, TMR-peptide fluorescence polarization, 1 h. Q9HD26;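 active = highest replicate inhibition of at least 40%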;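 also: plate controls were DMSO neutral control wells for no effect and unlabeled competitor peptide control wells for full effect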
#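 Material – purified CerCALP PDZ construct · Detection – FP readout, S and P plane fluorescence · Measure – percent inhibition from loss of millipolarization · Controls – unlabelled peptide for full inhibition, DMSO wells as neutral · Probe or stimulus – TMR-labelled reporter peptide T*-PRC34 bound in PDZ groove · Times – 1 h at RT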
# DAGLB inh: diacylglycerol lipase beta (human) inhibition. Q8NCG7. 340,000 compounds, 0.059% hits. inhibition, % at 5.17 µM. AID 504411. HEK293T DAGLB membrane lysate, EnzChek fluorogenic substrate; in the data active = inhibition above about 34%;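 also: 0% = enzyme with vehicle and 100% = wells lacking enzyme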
# Target sequence (Q8NCG7 whole entry, looked up): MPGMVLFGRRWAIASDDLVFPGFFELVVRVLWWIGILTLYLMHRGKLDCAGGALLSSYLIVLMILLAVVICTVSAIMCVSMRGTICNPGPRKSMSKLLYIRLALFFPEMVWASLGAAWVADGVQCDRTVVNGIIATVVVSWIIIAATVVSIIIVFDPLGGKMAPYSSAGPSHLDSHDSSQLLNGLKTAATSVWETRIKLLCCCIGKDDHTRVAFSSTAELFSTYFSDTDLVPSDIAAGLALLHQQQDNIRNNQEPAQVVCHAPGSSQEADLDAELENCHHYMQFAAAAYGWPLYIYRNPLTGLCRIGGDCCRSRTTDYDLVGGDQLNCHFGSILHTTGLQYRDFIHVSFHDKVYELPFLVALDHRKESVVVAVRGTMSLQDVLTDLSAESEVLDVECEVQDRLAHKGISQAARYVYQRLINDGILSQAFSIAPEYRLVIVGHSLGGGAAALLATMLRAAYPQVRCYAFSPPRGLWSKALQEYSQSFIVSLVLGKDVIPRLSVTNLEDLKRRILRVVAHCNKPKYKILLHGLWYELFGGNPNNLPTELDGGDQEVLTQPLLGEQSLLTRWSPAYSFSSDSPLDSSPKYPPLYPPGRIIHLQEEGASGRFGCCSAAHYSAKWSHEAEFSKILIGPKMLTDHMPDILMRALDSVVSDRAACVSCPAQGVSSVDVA
# Arrestin-AP2 inh: blocks beta-arrestin peptide binding to AP2 adaptin | 340,000 compounds, 0.31% hits | inhibition, % at 10 µM | FITC-arrestin peptide / GST-AP2 beads, flow cytometry; AP2 beta2 appendage carries R879A mutation;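 active = inhibition above a set limit, near 3 SD of compounds lacking own fluorescence, cut at about 54% in these data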;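 also: plate controls were DMSO wells for no effect and 5 µM unlabelled arrestin peptide for full effect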
#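 System: GST-AP2 R879A glutathione beads. Medium: PBS with 0.05% Tween 20 and 0.1% BSA. Also added: FITC-arrestin peptide, 50 nM. Incubation: 12 min plus 1 h, RT. Measured by: high-throughput flow cytometry of beads, ex 488, em 535 nm. Evaluation: percent drop in bead-associated FITC signal.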
# CAL PDZ FP-2: inhibitors of human CAL PDZ peptide binding; Q9HD26; purified CAL PDZ, TMR-peptide fluorescence polarization, 1 h; inhibition, % at 24.9 µM; 300,000 compounds, 0.92% hits; AID 602252;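 active = mean inhibition of at least 30% with at least half of replicates also reaching 30%; inconclusive = no clear call, values can overlap the other calls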;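 also: 0% = DMSO neutral control and 100% = excess unlabeled competitor peptide PRC23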
# V-ATPase pH: yeast V-ATPase proton transport regulation by pHLuorin | S. cerevisiae, pHLuorin cytosolic pH fluorescence | response, % at 10 µM | 350,000 compounds, 0.37% hits; in the data active = response mostly above about 7.3%, no sharp cut-off; inactive = mostly below about 5.4%; also: actives read high; inactives centre near 0; some compounds called inactive have numbers as strong as hits
# An asterisk follows results filed as active; ? = inconclusive; . = no result given. These rows are one share of the data; rates above refer to the full screens.
SMILES,LANA DNA inh,NSD2 inh,RTF Ca sens inh,Keap1-Nrf2 PPI,Pemphigus Ab inh,CAL PDZ FP-1,DAGLB inh,Arrestin-AP2 inh,CAL PDZ FP-2,V-ATPase pH
CC(C)c1ccc(NC(=O)COC(=O)C2=COCCO2)cc1,-2.2,-1,-1,-5,100,.,0,17,2,2
Cc1c(CCC(=O)NCCCC(=O)O)c(=O)oc2cc3oc4c(c3cc12)CCCC4,-0.5,3,1,0,104,-2.0,4,8,-9,-2
Cc1cc(SCC(=O)c2ccc(O)c(O)c2)nc2ccccc12,2.8,67*,7,-7,112,-3.1,17,-23,-8,5
Nc1n[nH]c(-c2ccc(Br)cc2)c1Cl,2.2,3,1,-2,103,0.0,1,7,-5,1
C=CCOc1cccc(C(=O)NC(c2ccccc2)C(C)C)c1 (configuration not stated),0.8,-1,0,-2,107,-0.5,-5,31,0,2
O=C(c1cccnc1)N1C2C=CC(C2)C1(C(F)(F)F)C(F)(F)F (configuration not stated),3.1,7,2,-9,115,1.3,1,3,-1,-1
COc1ccccc1CNC(=O)c1cc(C(C)=O)c[nH]1,1.2,12,3,-4,98,-1.0,-1,12,1,-1
COc1ccc([C@@H]2CC=C(C(=O)O)[C@H](c3ccccc3F)N2S(=O)(=O)c2ccc(C)cc2)cc1OC,1.3,.,3,1,90,0.1,0,32,-3,0
COC(=O)COc1c(/C=C\c2nc(O)c([N+](=O)[O-])c(=O)[nH]2)cccc1OC,0.4,3,-1,-6,112,-0.8,2,-3,3,2
CC(C)c1nc(C(N)=O)c2[nH]c(=O)n(-c3ccc(F)cc3)c2n1,-0.4,.,-9,-4,103,-1.6,-4,2,.,-4
CN(c1nnc(N)s1)C1CCCCC1,-0.3,.,0,-3,104,-0.2,4,-2,.,2
COc1ccc(S(=O)(=O)N2CCN(S(=O)(=O)c3ccc(C(F)(F)F)cc3)CC2)cc1C,-0.6,-7,4,-4,.,-2.5,-3,-1,-4,-3
COc1ccccc1NC(=O)c1ccccc1SCC(=O)N1CCCC1,.,-2,.,.,100,.,-4,.,.,5
CCC(Cc1ccccc1)NC(=O)c1ccc2nc(N3CCOCC3)sc2c1 (configuration not stated),-0.9,.,-9,-5,100,-0.8,-4,1,-4,1
N=C(N)n1c(N)nc2ccccc2c1=O,0.1,3,-10,-2,95,0.7,0,46,0,-4
S=C(Nc1ccccc1Cl)NC1CC2CCCC(C1)N2C1CC1 (configuration not stated),-0.6,19,1,-4,106,0.3,3,32,-6,1
Cc1cccc(C)c1NC(=O)COC(=O)c1c2c(nc3ccccc13)/C(=C\c1ccc3c(c1)OCO3)CCC2,2.0,-3,-2,?,115,0.4,-47,-3,1,-2
NS(=O)(=O)c1cnccc1Oc1cccc(Cl)c1,-0.8,-5,0,-4,.,-1.0,1,-7,-2,5
C/C(=N\Nc1c(Cl)c(Cl)nc(C(=O)O)c1Cl)c1ccc(O)cc1,0.5,1,16,-1,102,-3.5,1,24,10,-4
CCOc1cccc(-c2nc(C(N)=O)c3[nH]c(=O)n(-c4cccc(Cl)c4)c3n2)c1O,0.1,.,-2,0,97,0.9,2,0,0,3
CCC(C)N(C(=O)CSc1nnc(COc2ccccc2F)n1N)C1CCS(=O)(=O)C1 (configuration not stated),0.3,0,-29,-2,108,-1.3,0,22,-2,4
COc1ccc2nc(SCC(=O)Nc3cc(C)on3)[nH]c2c1,0.3,-1,-8,-2,104,-1.4,-3,-4,.,5
Cc1ccc2c(c1)C(=C(C#N)C#N)C(=O)N2CCN1CCCCC1,-0.2,6,4,-5,114,-0.5,2,9,.,-2
Cc1nc2nc(C)c(CCC(=O)NCCC3=CCCCC3)c(C)n2n1,-0.6,2,-10,-4,100,0.3,0,-3,-4,0
COC(=O)c1ccccc1C(=O)N1CCCC(C(=O)c2cc(F)ccc2F)C1 (configuration not stated),-0.4,-4,-9,0,96,-3.4,-1,-21,-7,-1
SMILES,LANA DNA inh,NSD2 inh,RTF Ca sens inh,Keap1-Nrf2 PPI,Pemphigus Ab inh,CAL PDZ FP-1,DAGLB inh,Arrestin-AP2 inh,CAL PDZ FP-2,V-ATPase pH
Cc1cc(S(=O)(=O)Nc2cccc(Cl)c2)c(C)s1,1.4,-1,.,-1,.,0.2,.,-3,-1,3
COc1ccccc1NC(=O)COc1ccccc1,0.7,-1,-5,-6,103,0.3,-3,10,-2,-2
CCN(CC)S(=O)(=O)c1ccc(N2CCOCC2)c(NC(=O)COc2ccc(Cl)cc2)c1,-0.6,.,0,-3,92,-2.3,-3,3,-3,0
Cc1nc2sc3c(NCc4ccco4)ncnc3c2c2c1COC(C)(C)C2,-0.3,-1,2,-13,109,-1.5,-3,-1,0,2
O=C(COc1c(CO)cc(Br)cc1CO)NC1CCCc2ccccc21 (configuration not stated),-3.5,-2,3,-7,100,0.4,-2,5,-1,2
CC(C)NC(=O)COC(=O)c1cc(=O)[nH]c2ccccc12,0.0,-4,-6,-4,101,0.0,-4,-1,17,-1
CCCCNS(=O)(=O)c1ccc(NC(=O)c2cccs2)cc1,-0.2,-3,-5,2,.,-1.0,1,9,.,-2
Cc1ccc(C)c(N2CCN(C(=S)Nc3ccc4nc(N5CCOCC5)cc(C)c4c3)CC2)c1,0.4,-1,-11,-5,106,-2.3,1,8,-4,-1
Cn1c(C(=O)N2CCOCC2)cnc1Sc1ncc(C(F)(F)F)cc1Cl,0.7,-1,3,-6,98,-1.3,0,3,1,.
CCc1noc(C)c1C(=O)Oc1ccc(N(C)S(=O)(=O)c2ccccc2)cc1,-0.4,3,1,-1,105,-0.1,-7,-4,-2,-4
Cc1oc(C(=O)O)cc1CSCc1cc(C(=O)O)c(C)o1,3.4,-3,2,-3,117,-0.1,0,1,-5,-2
Cc1cc(C)c(S(=O)(=O)N2CCCC(C(=O)NCc3ccncc3)C2)c(C)c1 (configuration not stated),-0.6,0,0,-1,104,-2.6,2,8,2,2
O=C(c1ccccc1)N(CCN1CCOCC1)C1(C(=O)Nc2ccccc2)CCCCC1,-0.4,3,-4,2,101,-1.5,3,-3,-3,2
N#CCCN1CCN(S(=O)(=O)c2ccc3c(c2)OCCCO3)CC1,-0.6,-1,-10,-1,98,-0.8,-3,6,2,3
COc1ccc(CNC(=O)CCCn2nc([N+](=O)[O-])cc2C)cc1,0.4,-4,2,-3,100,-0.6,-1,40,-2,1
CCCOCc1ccc(O)c2ncccc12,-1.2,0,-4,-2,92,-0.4,3,10,-1,6
COc1ccc(CNS(=O)(=O)c2c(C(=O)N3CCCCCC3)c(C)n(C)c2C)cc1,2.0,1,-8,1,.,0.1,-2,-5,-3,2
CCC(C)(C)n1nnnc1C(c1ccccn1)N1CCCCC1 (configuration not stated),-0.5,1,-9,2,.,-0.9,-2,-4,-3,-2
COc1ccc(NC(=O)COC(=O)CNS(=O)(=O)/C=C/c2ccccc2)cc1OC,1.0,0,-2,0,95,-0.7,-1,15,11,-1
Cc1ccc2oc(NC(=O)N3CCOCC3)cc(=O)c2c1,-1.1,1,-5,-3,.,-0.4,-7,-2,8,0
Cc1ccc(S(=O)(=O)/N=C(\Nc2cc(C)on2)c2ccc(Cl)cc2)cc1,-1.0,-4,1,-1,97,-1.4,-1,-4,.,-1
Cc1ccc(S(=O)(=O)N2CCN(C(=O)CCOc3ccccc3C)CC2)cc1C,-1.8,-1,12,-9,103,0.1,0,-2,0,0
CC(CC(=O)O)CC1=NS(=O)(=O)c2ccccc2N1 (configuration not stated),0.2,3,-2,-3,99,0.0,-1,-8,4,0
COc1ccc2c(C)c(CC(=O)N3CCN(C(=O)C4COc5ccccc5O4)CC3)c(=O)oc2c1C (configuration not stated),1.1,6,-6,1,103,-1.7,6,38,5,-4
CCOC(=O)c1c(C)oc2c1cc(O)c1ccccc12,-0.5,.,6,-8,105,-0.7,1,15,1,7
CCCCc1nc(NCCO)c(C#N)c2c1CCCC2,-0.3,-1,5,1,108,-1.0,-4,-14,0,-2
CCn1cc(S(=O)(=O)c2ccc(OC)cc2)c(=O)c2cc(OC)ccc21,-0.5,-1,-10,-2,.,-2.5,1,0,-2,4
NC(=O)c1c(NC(=O)CN2CCCC2)sc2c1CCCC2,0.1,-1,-7,-7,108,-0.7,-1,-3,-3,4
O=C(NCc1ccc2c(c1)OCO2)c1cc2ccccc2o1,-4.3,.,10,-2,.,-1.0,-4,15,2,5
CN1CCc2c(sc(N)c2C(=O)c2ccc(Cl)cc2)C1,-2.9,13,-11,-7,125,-0.3,-4,-17,-2,-2

# Compounds listed so far that contain a Cl atom, in the order listed:
SMILES,LANA DNA inh,NSD2 inh,RTF Ca sens inh,Keap1-Nrf2 PPI,Pemphigus Ab inh,CAL PDZ FP-1,DAGLB inh,Arrestin-AP2 inh,CAL PDZ FP-2,V-ATPase pH
Nc1n[nH]c(-c2ccc(Br)cc2)c1Cl,2.2,3,1,-2,103,0.0,1,7,-5,1
S=C(Nc1ccccc1Cl)NC1CC2CCCC(C1)N2C1CC1 (configuration not stated),-0.6,19,1,-4,106,0.3,3,32,-6,1
NS(=O)(=O)c1cnccc1Oc1cccc(Cl)c1,-0.8,-5,0,-4,.,-1.0,1,-7,-2,5
C/C(=N\Nc1c(Cl)c(Cl)nc(C(=O)O)c1Cl)c1ccc(O)cc1,0.5,1,16,-1,102,-3.5,1,24,10,-4
CCOc1cccc(-c2nc(C(N)=O)c3[nH]c(=O)n(-c4cccc(Cl)c4)c3n2)c1O,0.1,.,-2,0,97,0.9,2,0,0,3
Cc1cc(S(=O)(=O)Nc2cccc(Cl)c2)c(C)s1,1.4,-1,.,-1,.,0.2,.,-3,-1,3
CCN(CC)S(=O)(=O)c1ccc(N2CCOCC2)c(NC(=O)COc2ccc(Cl)cc2)c1,-0.6,.,0,-3,92,-2.3,-3,3,-3,0
Cn1c(C(=O)N2CCOCC2)cnc1Sc1ncc(C(F)(F)F)cc1Cl,0.7,-1,3,-6,98,-1.3,0,3,1,.
Cc1ccc(S(=O)(=O)/N=C(\Nc2cc(C)on2)c2ccc(Cl)cc2)cc1,-1.0,-4,1,-1,97,-1.4,-1,-4,.,-1
CN1CCc2c(sc(N)c2C(=O)c2ccc(Cl)cc2)C1,-2.9,13,-11,-7,125,-0.3,-4,-17,-2,-2
